# Compound activity (PubChem BioAssay)
# BAZ2B inh – qHTS Assay for Inhibitors of BAZ2B; Bromodomain adjacent to zinc finger domain protein 2B (Homo sapiens), Q9UIF8; AlphaScreen BAZ2B-H3K14Ac peptide displacement; Potency, µM (doses to about 114 µM), without a hit: top-dose activity change, negative = inhibition, hits mostly inhibitors; 4.4% of 360,000 active; also: potency is read from the fitted curve at half-maximal effect; % is scaled to controls: 0 for no effect and ±100 for the full control effect; nearly all actives have a fitted effect of over 60% in size
#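 AlphaScreen luminescence quantifies BAZ2B engagement of H3K14Ac peptide; the protein and biotinylated peptide are both at 50 nM final, buffer PBS pH 7.4 with 0.01% Tween-20, all steps at room temperature.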
# PI4K2A block – qHTS for small molecular inhibitors of PI4K2A; purified PI4K2A, ADP-Glo luminescence, 1 h; active compounds read low; activity change, negative = inhibition, % at 76.9 µM; AID 1346378, 2018; Phosphatidylinositol 4-kinase type 2-alpha (Homo sapiens), Q9BTU6; 0.13% of 420,000 active; in the data active = activity change below about -50%; inconclusive = mostly about -30% to -49%;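 also: -100% = wells without enzyme as full effect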
#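 In this quantitative HTS, ADP production by PI4K2A was quantified luminescently after 1 h at ambient temperature; 100 microM adenosine served as plate-quality control.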
# G9a block – qHTS Assay for Inhibitors of Histone Lysine Methyltransferase G9a | G9a H3K9 monomethylation, AlphaScreen, 2 h | AID 504332, 2011 | Potency, µM (titrated, usually from 102 µM), for inactives: at the top dose activity, negative = inhibition, most hits filed as inhibitors | 8.8% of 350,000 active | Histone-lysine N-methyltransferase EHMT2 (Homo sapiens), Q96KQ7; also: potency is read from the fitted curve at half-maximal effect; % is scaled to controls: 0 for no effect and ±100 for the full control effect; nearly all actives have a fitted effect of over 75% in size
# Target sequence (Q96KQ7 913-1193 limits assumed): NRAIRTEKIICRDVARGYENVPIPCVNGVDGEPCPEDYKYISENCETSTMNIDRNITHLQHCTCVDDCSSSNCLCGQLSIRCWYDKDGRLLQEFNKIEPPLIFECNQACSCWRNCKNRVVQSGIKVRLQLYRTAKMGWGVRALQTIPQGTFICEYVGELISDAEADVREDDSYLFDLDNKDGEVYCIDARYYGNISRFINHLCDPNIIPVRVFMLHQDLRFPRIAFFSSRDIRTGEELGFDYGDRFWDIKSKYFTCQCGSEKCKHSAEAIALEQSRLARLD
#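 Step 1: enzyme (final 20 nM) with compound, 15 min RT. Step 2: substrate peptide 500 nM and SAM 20 uM, 2 h RT. Step 3: anti-H3K9me1 antibody and AlphaScreen beads, 10 min, then plate read.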
# GLS inhibitor – qHTS for Inhibitors of Glutaminase (GLS); Glutaminase kidney isoform, mitochondrial (Homo sapiens), O94925; GLS enzymatic activity, qHTS titration; Potency, µM (series often up to 45.5 µM), for the others: at the highest dose activity change, negative = inhibition, actives largely listed as inhibitors; 0.21% of 410,000 active; AID 624170, 2012; also: potency is read from the fitted curve at half-maximal effect; % is scaled to controls: 0 for no effect and ±100 for the full control effect
#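 Compounds were pin-transferred onto hKGA, after which L-glutamine (1 mM solution) and a detection mix of glutamate oxidase, HRP and Amplex Red were added. Initial and 30 min RT fluorescence reads were collected.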
# ALOX12 inh – Primary qHTS assay for inhibitors of human arachidonate 12S-lipoxygenase (ALOX12): Round 2; 1.1% of 580,000 active; Polyunsaturated fatty acid lipoxygenase ALOX12 (Homo sapiens), P18054; Potency, µM (titrated, usually from 108 µM), inactives show at the top dose activity change, negative = inhibition, usual class: inhibitors; AID 1671190, 2021; purified 12hLO, xylenol orange hydroperoxide absorbance; also: potency is read from the fitted curve at half-maximal effect; % is scaled to controls: 0 for no effect and ±100 for the full control effect
#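 Hydroperoxide product was detected by ferrous iron/xylenol orange as the 573 to 405 nm absorbance ratio. Arachidonic acid at 40 uM (final) was turned over for 30 min at room temperature by 150 nM human 12hLO, pH 7.0 Hepes buffer, after 15 min compound preincubation.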
# RGS4 inh – Inhibitors of Regulator of G Protein Signaling (RGS) 4: qHTS; 0.039% of 390,000 active; Potency, µM (highest dose often 114 µM), inactives show top-dose activity change, negative = inhibition, hits mostly inhibitors; Transcreener GDP fluorescence polarization, RGS4-accelerated GTP hydrolysis; Regulator of G-protein signaling 4 (Homo sapiens), P49798; also: potency is read from the fitted curve at half-maximal effect; % is scaled to controls: 0 for no effect and ±100 for the full control effect; nearly all actives have a fitted effect of over 75% in size; some results filed as inactive show a strong effect at the top dose
# Target sequence (P49798 whole entry, looked up): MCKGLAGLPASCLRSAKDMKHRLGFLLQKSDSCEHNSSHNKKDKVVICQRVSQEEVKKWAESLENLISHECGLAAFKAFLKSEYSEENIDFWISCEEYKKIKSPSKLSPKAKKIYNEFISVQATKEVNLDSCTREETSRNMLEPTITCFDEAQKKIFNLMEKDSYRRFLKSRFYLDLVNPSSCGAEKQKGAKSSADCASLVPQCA
#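 MLSMR compounds (23 nl, pin-transferred) preincubated 10 min at room temperature with a 500nM (2x) first reagent, then RGS4 at 900nM (2x) plus Transcreener GDP mix added; fluorescence polarization (620/688 nm) read before and after 90 min at 30 °C.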
# ERG Ets-DNA blk – qHTS for Small Molecule Inhibitors of the ERG Ets/DNA interaction. Potency, µM (series often up to 76.9 µM), inactives show top-dose FP activity, negative = inhibition, most hits filed as inhibitors. 0.028% of 370,000 active. fluorescence polarization, His-ERG Ets domain / labelled DNA. Transcriptional regulator ERG (Homo sapiens), P11308; active = well fitted inhibition curve with a large enough effect in the polarisation, with a control signal flat; inconclusive = small, poorly fitted or top-dose-only effect, or effect the other way, or a change in a side signal; inactive = no such curve, though single readings can be large or run the other way; the % refers to the polarisation;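 also: polarization taken with two DNA probes labelled with fluorescein and Texas red; potency is read from the fitted curve at half-maximal effect; % of control where 0% means no effect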
# Target sequence (P11308 whole entry, looked up, the tested form may be a part): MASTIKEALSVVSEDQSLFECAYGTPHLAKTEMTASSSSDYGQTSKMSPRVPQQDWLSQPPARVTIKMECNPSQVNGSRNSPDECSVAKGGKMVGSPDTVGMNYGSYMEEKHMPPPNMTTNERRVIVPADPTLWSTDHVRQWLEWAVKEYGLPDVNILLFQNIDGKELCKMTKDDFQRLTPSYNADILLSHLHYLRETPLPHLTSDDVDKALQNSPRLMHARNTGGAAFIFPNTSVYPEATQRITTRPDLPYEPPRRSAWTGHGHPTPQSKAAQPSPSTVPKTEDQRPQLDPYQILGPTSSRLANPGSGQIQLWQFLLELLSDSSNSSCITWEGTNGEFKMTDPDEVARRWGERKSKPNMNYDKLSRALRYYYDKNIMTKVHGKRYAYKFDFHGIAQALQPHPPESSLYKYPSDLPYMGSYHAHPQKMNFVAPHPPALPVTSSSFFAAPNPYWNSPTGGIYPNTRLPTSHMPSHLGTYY
#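 His-tagged ERG Ets domain (1 uM in the protein solution; 300mM KCl, 50mM Tris-HCl, 1mM EDTA, 1mM DTT, pH 7.5) received compound, then a probe mix of 5 nM fluorescein-DNA and 100nM Texas-615-DNA. Fluorescence polarization was read for both dyes.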
# HP1b chromo inh – HTS for Inhibitors of HP1-beta Chromodomain Interactions with Methylated Histone Tails | AID 540317, 2011 | AlphaScreen HP1-beta / biotin-H3K9me3 peptide binding | Chromobox protein homolog 1 (Homo sapiens), P83916 | 0.56% of 390,000 active | Potency, µM (doses to about 114 µM), for the others: at the highest dose activity change, negative = inhibition, actives largely listed as inhibitors; also: potency is read from the fitted curve at half-maximal effect; nearly all actives have a fitted effect of over 70% in size; inactives centre near 23
#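 HP1-beta protein (50 nM final) preincubated 30 min at room temperature with biotinylated H3(1-18)K9me3 peptide (50 nM) in PBS pH 7.4, 0.01% Tween-20, then compound added for 30 min. AlphaScreen streptavidin donor/nickel chelate acceptor beads (10 ug/mL final), 30 min dark, luminescence read.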
# JMJD2A Tudor – qHTS Assay for Inhibitors of JMJD2A-Tudor Domain. Potency, µM (series often up to 114 µM), for inactives: at the highest dose activity change, negative = inhibition, hits mostly inhibitors. 4.4% of 390,000 active. AlphaScreen JMJD2A-Tudor / H3K4me3 peptide binding; also: potency is read from the fitted curve at half-maximal effect; % is scaled to controls: 0 for no effect and ±100 for the full control effect; nearly all actives have a fitted effect of over 50% in size
# The depositor's hits bear a star; ? = inconclusive; . = no result given; & = joins results of further samples; [ ] = remark or other dose. Unless noted, calls follow the shape of the dose curve; as a rule, active = well fitted curve in the direction sought with a large enough effect; inconclusive = small, poorly fitted or top-dose-only effect, or another doubt; inactive = no such curve, though single readings can be large; an effect the other way counts as inactive or inconclusive.
# Each structure is followed by: BAZ2B inh | ERG Ets-DNA blk | GLS inhibitor | ALOX12 inh | G9a block | HP1b chromo inh | RGS4 inh | PI4K2A block | JMJD2A Tudor
O=C(C(=O)N1CCCc2ccccc21)c1c[nH]c2ccccc12
  -2% | . | 20% | 1% | -22%[0.0925 µM] | 0% | 5% | -2 | -13%
O=C(O)c1cc(-c2ccc(C(F)(F)F)cc2)nc2n[nH]c(-c3ccccc3)c12
  -26% | 8% | 6% | 0% | -15%[59 µM] | 38%[activator] | -16% | -1 | -15%
CCOC(=O)C1=C(O)c2ccccc2C(=O)/C1=C\c1ccc(CC)cc1
  20µM* | 5% | 18% | ? | 5.6µM* | -71% | ? | -4 | 22µM*
COc1ccc2[nH]c(=O)c(-c3noc(-c4ccc(F)cc4)n3)cc2c1
  -8% | -3% | . | ? | -37%[12.7 µM] | 93%[activator] | 18% | -8 | -14%
CCOc1ccc(-c2nc(SCC(=O)Nc3ccc4c(c3)OCO4)c(-c3ccc(F)cc3)[nH]2)cc1
  2% | -1% | -5% | 1% | 3%[59 µM] | 35% | -25% | 2 | -3%
Cc1noc(NS(=O)(=O)c2ccc(NC(=O)COc3ccccc3)cc2)c1C
  -1% | 4% | 5% | -9% | -6%[12.7 µM] | 23% | -7% | 5 | -22%
CCOC(=O)c1c(NC(=O)CSc2nc3ccc(C)cc3[nH]2)sc2c1CC(C)(C)NC2(C)C
  -39% | 10% | 0% | ? | 45µM* | -14% | 3% | 2 | ?
CCOC(=O)C(NC(C)=O)C(=O)Nc1c(C)cccc1C (stereo not drawn)
  -11% | 4% | -8% | -10% | ? | 30% | -27% | -1 | 4%
CCOC(=O)c1c(C)oc2nc(C)nc(N3CCN(c4ccc(OC)cc4)CC3)c12
  ? | 0% | 56%[activator] | -4% | 13µM* | -21% | -11% | 2 | 40µM*
CC(=O)c1ccc(OCC(=O)NCCC2=CCCCC2)cc1
  . | -5% | 9% | 1% | . | 11% | 7% | 1 | -5%
COc1ccc(C(=O)CSc2nnc(CNC(=O)c3ccccc3F)n2C)cc1OC
  9% | 5% | 0% | 31%[activator] | -3%[59 µM] | 8% | -2% | 0 | -9%
CC(=O)c1ccc(OCC(O)CN2CCCC(C)C2)cc1 (stereo not drawn)
  10% | 16% | 0% | 10% | -3% | 31% | -6% | -2 | 1%
CCOc1ccc(CCNC(=O)c2c(C)nn(-c3ccccc3)c2Cl)cc1OCC
  1% | 14% | -15% | 10% | 47% | 50%[activator] | -3% | -3 | -18%
COc1cccc(-n2c(=O)c3ccccc3n(CC(=O)NCC3CCCO3)c2=O)c1 (stereo not drawn)
  6% | -2% | 2% | ? | -13% | 31% | 15% | 0 | 7%
CCOC(=O)C1CCCN(C(=O)CC(C)c2ccccc2)C1 (stereo not drawn)
  5% | . | 1% | -10% | 11%[12.7 µM] | 25% | 20% | 2 | -11%
CCCc1c(C)nc(N2CCN(c3ccccc3F)CC2)[nH]c1=O
  3% | -6% | -3% | -3% | 14% | 27% | 17% | 3 | -8%
O=C(c1ccccc1)N1CCN(C(=O)c2nn3c(C(F)(F)F)cc(-c4ccco4)nc3c2Cl)CC1
  -7% | 4% | -2% | -2% | 0% | 12% | 5% | -2 | -2%
O=C(CN1CCN(Cc2ccccc2F)CC1)Nc1ccccc1Cl
  -7% | -9% | 1% | 0% | 14% | 30% | 10% | 5 | -10%
NS(=O)(=O)c1ccc(CCNC(=O)C2CCCN2C(=O)OCc2ccccc2)cc1 (stereo not drawn)
  0% | 5% | 2% | 7% | -59%[59 µM] | 10% | -39%[11.4 µM] | 4 | 6%[57.1 µM]
CC(C)OCCCNC(=O)Cn1ccc2cc(S(=O)(=O)N3CCCCC3)ccc21
  -10% | 15% | ? | 9% | 63%[activator] | 43%[activator] | 1% | 1 | 2%
CCc1ccccc1NC(=O)CN1C(=O)COc2ccc(S(=O)(=O)Nc3ccccc3)cc21
  -9% | 11% | 11% | -1% | -29%[59 µM] | 4% | 20% | 4 | -17%
CC1CCCC(NC(=O)CN(C)CC(=O)Nc2cccc(F)c2)C1C (stereo not drawn)
  -2% | 8% | -4% | 2% | ? | 61%[activator] | 10% | 2 | -7%
Cc1nn(-c2ccccc2)c(-c2ccccc2)c1C(=O)O
  7% | -1% | -8% | -4% | . | 54%[activator] | -33% | 1 | -9%
COC(=O)c1ccc(S(=O)(=O)N2CCCN(Cc3ccccc3)CC2)n1C
  -18% | 9% | -1% | 10% | -3% | 8% | 4% | 0 | -5%
Nc1nc(-c2ccc(Cl)cc2Cl)cn1N
  9% | -9% | 18% | -21% | -8% | 42%[activator] | -6% | -6 | -14%
O=C(Nc1cccc(Cl)c1)N(CCN1CCOCC1)Cc1cccc(Cl)c1
  10% | . | 13% | -3%[57.4 µM] | -27% | 28% | 9% | -2 | 8%
O=C(C1CCN(S(=O)(=O)c2cccc3nsnc23)CC1)N1CCCCC1
  -3% | 1% | 6% | 1% | 39% | 25% | -38% | -1 | -7%
C/C(=N/NC(=O)CC1N=C(Cc2ccccc2)NNC1=O)c1cccnc1 (stereo not drawn)
  -16% | -1% | 5% | -3% | 27% | 18% | 10% | -3 | 6%
O=C(Oc1ccccc1)c1cccnc1Oc1ccccc1
  34% | -3% | 19% | 231%[activator] | 74%[activator] | 74%[activator] | 7% | 4 | 36%[activator]
O=C(c1c(F)cccc1F)N1CCN(c2cccc(C(F)(F)F)c2)CC1
  13% | -10% | -2% | -7% | 37% | 40%[activator] | 4% | 1 | 4%
Cc1cccc(N2C(=O)C3C4CC(C(Br)C4Br)C3C2=O)n1 (stereo not drawn)
  4% | 9% | 19% | 0% | 21%[59 µM] | 36% | 8% | -3 | -17%
c1ccc(CSc2n[nH]c(-c3ccco3)n2)cc1
  -8% | -5% | 14% | 7% | 8%[12.7 µM] | 12% | 20% | -10 | -16%
COc1ccc(-c2cc(C(=O)NCC3CCCO3)c3cc(C)ccc3n2)cc1 (stereo not drawn)
  -9% | 10% | 3% | -1%&-5% | -36% | 25% | 0% | 1 | -8%
CCOc1ccc(C(=O)Nc2c(C(N)=O)oc3ccccc23)cc1
  10% | -6% | 6% | -21% | 15%[59 µM] | 11% | 12% | 6 | -14%
CC(C)c1ccc(NC(=O)C2CCCN(S(=O)(=O)c3cccc4nsnc34)C2)cc1 (stereo not drawn)
  . | 2% | -14% | -12% | 1%[59 µM] | 17% | 16% | 1 | -15%
CCOC(=O)c1cc2c(ccn2C)n1CC(=O)N1CCC(C)CC1
  ? | 7% | 9% | -9% | 8%[12.7 µM] | 6% | -24% | 3 | -9%
Cc1ccc(C(=O)N2CCN(S(=O)(=O)c3ccccc3)CC2)cc1
  -16% | 7% | 4% | 2% | 8% | -10% | ? | -4 | -9%[11.4 µM]
COc1ccc2nc(NC(=O)c3nc(SCc4ccc(F)cc4)ncc3Cl)sc2c1
  0% | 0% | -8% | -13% | 0%[59 µM] | 46%[activator] | -13% | 5 | 3%
O=S(=O)(NCc1ccc(Cl)cc1)c1ccc(Cl)nc1
  -31% | 1% | 8% | ? | 71%[activator][59 µM] | 37% | -9% | -3 | 14%
CC(=O)N1CCc2ccccc2C1CC(=O)O (stereo not drawn)
  ? | -10% | -12% | 254%[activator] | -33% | 36% | -10% | -1 | -1%
CCOc1cc(C(=O)NC(C)Cc2cccs2)cc(OCC)c1OCC (stereo not drawn)
  -2% | -8% | -6% | -1% | 1% | 42%[activator] | 8% | 1 | -6%
COc1ccccc1NC(=O)CSc1nn2c(=O)c(C)nnc2s1
  6% | 2% | 2% | 0% | 51% | 61%[activator] | 14% | -2 | ?
CCOCCCn1c(SCC(=O)Nc2ccc(OC)cc2)nc2ccccc2c1=O
  0% | 12% | -2% | -19% | 32µM* | -21% | -29% | 6 | 0%
Cc1onc(-c2ccccc2Cl)c1C(=O)N1CCN(c2ccccc2)CC1
  2% | 3% | 3% | 2% | ? | 8% | 26% | 3 | -25%
CN(C)S(=O)(=O)c1ccc(C(=O)OCC2CC2(Cl)Cl)cc1 (stereo not drawn)
  -2% | 1% | 3% | 4% | 18% | 35%[activator] | -12% | 5 | -7%
Cc1cc(C(=O)NC(C)C2CCCO2)c(C)o1 (stereo not drawn)
  -4% | 10% | 0% | 0% | 22% | 21% | 42% | 6 | -8%
O=c1c2ccccc2nc(-c2ccco2)n1/N=C/c1ccccc1O
  1% | 5% | -5% | 153%[activator] | 0%[59 µM] | 31% | -3% | -7 | -21%
CCCN(CCC)S(=O)(=O)c1ccc(NS(C)(=O)=O)cc1
  -4% | -1% | 11% | 0% | -28% | 21% | 36%[11.4 µM] | 8 | 9%[57.1 µM]
Cc1nnc(N/N=C/c2c(Cl)cccc2Cl)n1N
  50µM* | 3% | 0% | -26% | 0% | 55%[activator] | -36% | ? | -8%

# The list is partial (hit frequency here may not be typical).
